Ecoli viability: E. coli V3065 growth inhibition, primary screen, counter-screen for AddAB inhibitor project, absorbance, OD600; 0.27% of 330,000 active; 18 h; inhibition, % at 11.9 µM;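 active means inhibition above the campaign's mean inhibition across all tested compounds plus 3 SD, cut at about 9.9% in these data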;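 further: uninfected addAB+ strain grown without phage in ampicillin broth; 0% = DMSO wells and 100% = ciprofloxacin 0.95 µg/ml wells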
CAL PDZ FP-1: CAL PDZ peptide-binding inhibitors, primary screen, biochemical, fluorescence polarization, Cer-tagged CAL PDZ, HTS. Golgi-associated PDZ and coiled-coil motif-containing protein (Homo sapiens), Q9HD26. AID 504414, 2011. inhibition, % at 20 µM. purified CAL PDZ, TMR-peptide fluorescence polarization, 1 h. 0.02% of 330,000 active;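 active means highest replicate inhibition of at least 40%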;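 further: plate controls were DMSO neutral control wells for no effect and unlabeled competitor peptide control wells for full effect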
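material = purified tagged CAL PDZ domain construct (CerCALP) | buffer or medium = sodium phosphate/NaCl buffer pH 7.4 with TCEP, IgG, Thesit | reagent = TMR-labelled reporter peptide T*-PRC34 bound in PDZ groove | incubation = 1 h room-temperature incubation prior to read | measured by = fluorescence polarization (mP) | evaluation = percent inhibition from loss of millipolarization | control set = unlabelled peptide and DMSO controls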
CAL PDZ FP-2: untagged CAL PDZ binding inhibitors, primary screen, biochemical, fluorescence polarization, HTS | AID 602252, 2012 | inhibition, % at 24.9 µM | purified CAL PDZ, TMR-peptide fluorescence polarization, 1 h | 0.92% of 300,000 active;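 active means mean inhibition of at least 30% with at least half of replicates also reaching 30%; inconclusive means no clear call, values can overlap the other calls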;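 further: 0% = DMSO neutral control and 100% = excess unlabeled competitor peptide PRC23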
Tat transport: E. coli Tat export inhibitors, primary screen, MC4100, TorA-mCherry reporter, fluorescence, single point; AID 488895, 2010; inhibition, % at 10 µM; 0.036% of 340,000 active;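 active means mean replicate inhibition at least 50% and at least half of replicates individually reaching 50%; inconclusive means only one of the two criteria met; inactive means neither criterion met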;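 further: exported cargo escapes ClpAP degradation while cytoplasmic cargo is degraded and loses fluorescence; 0% = median of neutral control wells and 100% = median of NaSCN control wells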
SR-BI uptake up: activators of SR-BI mediated DiI-HDL uptake, primary screen, ldlA[mSR-BI] CHO cells, DiI fluorescence; 3 h; 100 = double the neutral-control signal; activation, % at 12.5 µM; 0.096% of 320,000 active; AID 504775, 2011;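 active means mean replicate activation of at least 60% and every replicate at or above 60%; inconclusive means mean or all-replicate condition met, but not both; inactive means mean below 60% and not all replicates reaching 60%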;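 further: 0% = median plate neutral-control signal and 100% = twice that signal; values of inactives mirror those of a sister screen read the other way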
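Assay system: CHO ldlA[mSR-BI] cells, LDL receptor-null, SR-BI overexpressing; medium: Ham's F12 with 0.5% BSA, HEPES 25 mM, pH 7.4; also added: DiI-HDL 10 µg/mL; timing: 3 h uptake period with compound, 37 °C; signal: DiI fluorescence, bottom read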
phage Ecoli inh: growth loss of phage-infected E. coli, primary screen, RecBCD inhibitor project, absorbance, with phage, HTS; inhibition, % at 11.9 µM; AID 651602, 2012; 0.26% of 360,000 active; in the data active means inhibition above about 11%
SR-BI HDL uptake: inhibitors of SR-BI mediated HDL lipid uptake, primary screen, ldlA[mSR-BI] cells, fluorescence, single point. inhibition, % at 12.5 µM. AID 488896, 2010. Scavenger receptor class B member 1 (Mus musculus), Q61009. 0.96% of 320,000 active. ldlA[mSR-BI] CHO cells, DiI-HDL uptake fluorescence, 3 h;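 active means mean replicate inhibition of at least 70% and a set share of replicates each scoring 70 or more; inconclusive means meets just one of the two criteria; inactive means fails both criteria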;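 further: 0% = median of neutral control wells and 100% = median of positive control wells; values of inactives mirror those of a sister screen read the other way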
Target sequence (Q61009 whole entry, looked up): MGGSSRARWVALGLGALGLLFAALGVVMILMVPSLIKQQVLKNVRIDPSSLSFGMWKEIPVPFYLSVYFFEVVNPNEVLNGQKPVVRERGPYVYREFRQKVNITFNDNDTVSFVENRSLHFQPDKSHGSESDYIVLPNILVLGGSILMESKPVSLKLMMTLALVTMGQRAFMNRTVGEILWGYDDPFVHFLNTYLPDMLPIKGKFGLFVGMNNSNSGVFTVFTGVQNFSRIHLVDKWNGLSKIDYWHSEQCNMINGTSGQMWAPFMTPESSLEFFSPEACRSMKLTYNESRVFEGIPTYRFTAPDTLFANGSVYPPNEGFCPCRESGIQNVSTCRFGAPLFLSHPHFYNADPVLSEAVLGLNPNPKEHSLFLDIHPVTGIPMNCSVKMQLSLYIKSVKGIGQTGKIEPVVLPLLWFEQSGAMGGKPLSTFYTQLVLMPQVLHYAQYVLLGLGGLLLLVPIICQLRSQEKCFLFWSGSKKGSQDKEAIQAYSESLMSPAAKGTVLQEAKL
AddAB inh: growth inhibition of E. coli expressing H. pylori AddAB, primary screen, AddAB inhibitor project, absorbance. 0.29% of 330,000 active. AID 435030, 2010. inhibition, % at 11.9 µM; in the data active means inhibition above about 12%;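 further: 0% = vehicle wells of infected cells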
MITF TRPM1 HTS: activators of MITF-driven TRPM1 promoter reporter, primary screen, cell-based, SK-MEL-5, luciferase, single point | SK-MEL-5 TRPM1-promoter luciferase, 24 h; % of positive control, neutral wells = 0 | AID 588334, 2011 | 0.75% of 300,000 active | activation, % at 12.5 µM;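 active means mean activation of at least 80% with every replicate also reaching 80%; inconclusive means mean reaches 80% but some replicate falls short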;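 further: 0% = neutral control wells and 100% = parthenolide positive control wells; values of inactives mirror those of a sister screen read the other way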
Wnt act: Wnt/beta-catenin pathway activators, primary screen, cell-based, plate reader, single point; Wnt/beta-catenin reporter cell assay, activator; activation, % at 9.35 µM; 1.2% of 300,000 active; in the data active means activation above about 30%, passing the limit was not always enough; inconclusive means no clear call, values can overlap the other calls;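 further: 0% = neutral control wells and 100% = positive control wells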
Active calls of the source: *; ? = inconclusive; nt = not tested or not shown.

Order of values – CAL PDZ FP-1	AddAB inh	SR-BI HDL uptake	MITF TRPM1 HTS	phage Ecoli inh	Tat transport	CAL PDZ FP-2	SR-BI uptake up	Wnt act	Ecoli viability
COC(=O)Nc1nn(-c2ccc(OC)cc2)c(=O)c(C#N)c1C
    0.0	0.3	-5	1	1.7	7	-3	5	-2	0.1
CCOC(=O)c1c(NC(=O)CN2C(=O)NC(C)(c3ccc(OC(F)F)cc3)C2=O)sc(C)c1C (centres undefined)
    -2.9	3.0	-1	-5	4.6	0	-3	1	nt	-1.3
O=c1c(Cc2c(F)cccc2Cl)c(O)ccn1C1CCCCCC1
    -2.1	4.4	-1	3	2.2	0	0	1	1	4.4
Nc1nonc1-n1nnc(C(=O)N/N=C/c2ccc(OCc3ccccc3)cc2)c1COc1ccc(F)cc1
    -0.6	4.2	59	50	1.9	-8	5	-59	20	-1.2
CC(=O)Oc1ccc(C2=Cc3ccc(OC(C)=O)cc3OC2C)cc1 (centres undefined)
    -0.2	nt	20	11	4.0	-5	1	-20	-7	nt
O=S(=O)(c1cccs1)N1CCC(CO)(Cc2cccc(F)c2)CC1
    -0.3	1.6	-6	-7	3.6	-10	-7	6	-1	2.2
Cc1ccc(C(=O)NC2CCS(=O)(=O)C2)cc1S(=O)(=O)N1CCCC1 (centres undefined)
    1.0	-0.3	-2	8	0.7	-10	nt	2	-1	-0.6
C[C@]12CCC(=O)C=C1CC[C@@H]1[C@@H]2[C@@H](O)C[C@]2(C=O)[C@@H](C(=O)CO)CC[C@@H]12
    0.5	-1.1	-11	6	3.0	-2	-3	11	-3	1.0
Cc1ccc(S(=O)(=O)Nc2ccccc2C(O)c2ccccc2)cc1 (centres undefined)
    0.2	-1.0	3	1	1.7	5	-8	-3	-2	0.8
CCn1c(N)c(C(=O)N2CCOCC2)sc1=S
    0.5	2.9	-4	-1	2.0	-6	-2	4	-1	0.7
CCN(CC)C(=O)[C@H]1C[C@H](CC(=O)NCc2ccco2)C(=O)N2CCc3c([nH]c4cc(-c5ccco5)ccc34)[C@]12C
    0.4	-1.2	18	10	-1.8	10	-5	-18	1	-0.7
N/C(=N\OC(=O)COc1ccc([N+](=O)[O-])cc1)c1cccnc1
    0.9	1.9	14	-9	4.5	-10	0	-14	1	1.5
Cc1ccc(N(CC(O)CN2CCCC2)S(=O)(=O)c2ccccc2)cc1 (centres undefined)
    -0.3	-0.3	-2	9	0.6	-3	13	2	2	-0.6
CNC(=S)N/N=C(\C)c1ccc(Cl)s1
    -1.3	2.6	21	17	3.0	-1	2	-21	-3	-4.1
COc1ccc(C(=O)/C=C/c2ccc(O)cc2)c(O)c1CC=C(C)C
    0.1	-0.3	47	19	1.3	0	0	-47	-5	-0.5
c1cc2nnnn2nc1N1CCCCC1
    -2.9	0.4	-9	7	0.7	-2	-1	9	-1	1.7
CCN1CCN(Cc2c(O)ccc3c2O/C(=C\c2ccccc2)C3=O)CC1
    -3.4	2.1	-11	3	2.4	-10	1	11	-1	-1.8
Cc1c(CN2CCCC(C(=O)Nc3cccc(-n4cccn4)c3)C2)cnn1C (centres undefined)
    -3.2	0.8	-3	-5	2.5	-6	-2	3	-3	-3.8
O=C(NC(=S)NCCCN1CCOCC1)c1ccc(Br)cc1
    nt	0.9	-20	22	2.4	-4	3	20	-2	0.2
CCCn1nnnc1SCC(=O)N1CCCCC1
    -2.8	1.0	-2	15	1.4	-7	14	2	3	2.0
O=C(O)c1ccn2c(C(=O)c3ccc(Cl)cc3)c(-c3ccccc3)cc2c1
    0.3	1.0	18	nt	0.5	11	-3	-18	3	-0.3
CC(C)(C)OC(=O)N1CCC[C@H]1c1nnc(SCc2ccccc2Cl)o1
    -0.4	1.3	-8	1	3.0	-2	-4	8	nt	-3.2
Nc1ccc(C(=O)OCC(=O)Nc2ccc([N+](=O)[O-])cc2C(F)(F)F)cc1
    -1.8	2.6	13	11	1.7	-3	2	-13	3	0.4
c1cc(-c2cc3cc(N4CCOCC4)ccc3o2)cs1
    -2.4	2.8	13	32	2.5	-2	-24	-13	?	0.8
O=C(/C=C/c1ccccc1)N1CCC(N2CCC(C(=O)N3CCOCC3)CC2)CC1
    0.0	2.5	-5	-4	1.7	-6	-2	5	-2	0.8
COc1ccc(-c2c(-c3ccc(OC)c(C)c3O)n[nH]c2C)cc1
    0.3	3.3	20	nt	2.9	1	-1	-20	2	1.7
COc1ccccc1OCC(=O)NCCSCc1ccccc1Cl
    -2.8	4.2	-11	-9	0.1	-4	-3	11	nt	-1.0
Cc1nc(-c2ccc(NC(=O)/C=C\C(=O)O)cc2)cs1
    -1.1	2.8	-6	-6	3.4	-1	-7	6	-1	1.9
CC(=O)N1CCN(C(=O)c2cc(-c3cccc4ccccc34)nc3ccccc23)CC1
    -0.4	0.1	-6	-23	0.9	-8	-6	6	3	1.8
CCOC(=O)CN1C(=O)C2Cc3ccccc3CN2C1=S (centres undefined)
    1.0	-0.2	8	1	2.8	-9	1	-8	nt	2.5
CCC(C)NC(=O)Nc1ccc(F)c(Cl)c1 (centres undefined)
    -1.9	5.2	-12	21	4.9	3	-3	12	2	1.2
CC1(C)CC(=O)C2=C(C1)N(CCN1CCOCC1)C1=C(C(=O)CC(C)(C)C1)C2c1ccc(Cl)cc1
    -0.9	0.9	-12	7	2.0	1	2	12	10	-1.4
Cc1ccc(S(=O)(=O)N2CCN(C(=O)c3ccccn3)CC2)c(C)c1
    -3.3	3.7	-17	-17	3.2	5	-8	17	-3	0.6
Cc1nc2cc(S(=O)(=O)N3CCC(C(=O)O)CC3)ccc2n1C1CCCC1
    0.3	1.9	nt	3	3.6	2	0	nt	nt	-1.6
O=C(NCCNc1cc(Cl)ccc1[N+](=O)[O-])c1ccco1
    -3.2	1.3	9	1	1.6	0	-4	-9	0	-0.2
Cc1ccc(NC(=O)C2CCCC2)cc1S(=O)(=O)N1CCOCC1
    -2.0	3.0	-16	-7	7.5	-1	nt	16	-2	1.9
CCOc1cc(/C=N/NC(=O)OC)ccc1OCCSc1ccc(Cl)cc1
    -1.0	0.3	6	5	3.2	1	9	-6	-3	-1.6
CCC(=O)Nc1ccc(-c2nnc(SCC(=O)NCC3CCCO3)n2C)cc1 (centres undefined)
    -2.1	1.4	-41	4	3.7	-1	-4	41	nt	0.5
CC1CN(CCCCSc2ccc(Cl)cc2)CC(C)O1 (centres undefined)
    -1.1	-2.8	3	1	0.0	4	3	-3	4	-2.8
CN(Cc1ccccc1)Cc1nc2c([nH]1)c(=O)[nH]c(=O)n2C
    -0.1	1.0	-40	6	1.2	-3	0	40	-2	-1.0
Cc1ccc(C)c(OCC(=O)Nc2ccccc2N2CCCC2)c1
    0.8	0.6	7	10	1.2	8	-2	-7	-2	-3.6
NNC(=O)c1cc2c(s1)CCCCCC2
    -0.8	1.9	52	-9	4.5	-11	-1	-52	nt	0.2
Cn1c(=O)c2c(-c3ccccc3)n(-n3cnnc3)cc2n(C)c1=O
    -1.7	4.1	-9	-20	1.7	4	1	9	-1	1.8
CCOc1cc(/C=C/c2nc3ccccc3c(=O)[nH]2)ccc1O
    0.6	-0.4	10	78	0.5	4	-1	-10	8	0.5
COCCCNC(=O)c1c[nH]c2ccc(S(=O)(=O)N3CCC(C)CC3)cc2c1=O
    nt	1.7	-12	2	2.1	-3	-3	12	0	1.1
CC(=O)Nc1ccc(S(=O)(=O)N2CCN(CCc3ccccc3)CC2)cc1
    -1.1	1.6	-2	nt	2.9	-1	-5	2	0	-0.8
COc1ccc2cc(C(=O)C3CCCN(C(=O)c4ccnn4C)C3)ccc2c1 (centres undefined)
    -2.8	-0.3	nt	7	1.1	2	-5	nt	6	-1.8
O=C(C[n+]1ccccc1)c1ccc(-c2ccccc2)cc1
    -1.0	1.5	-4	-6	4.9	7	5	4	-2	1.1
COc1cccc(C(=O)COc2ccc(NC(=O)c3ccccc3)cc2)c1
    -0.1	nt	50	1	1.2	-3	-1	-50	0	nt
Cc1cccc(NC(=S)N2CCN(S(=O)(=O)c3ccccc3)CC2)c1
    -2.6	nt	-6	7	1.0	12	-1	6	0	nt
CCC(C)N1C(=O)CCC1C(=O)N1CCN(c2ccc(F)cc2)CC1 (centres undefined)
    0.4	0.6	-10	3	-0.8	1	nt	10	-3	0.8
COc1cc2c(CCNC(C)=O)c[nH]c2cc1Cl
    -0.9	2.6	-1	12	1.8	6	-5	1	3	-0.2
CCc1nnc(SCC(=O)Nc2nnc(C)s2)n1CC1CCCO1 (centres undefined)
    1.2	-0.6	-2	-4	2.6	14	-4	2	0	1.4
CC(C)CNC(=S)NNC(=O)c1ccco1
    -0.4	-1.6	-21	nt	1.6	-5	-1	21	2	-3.7

Another view of 2 compounds above.
> Cc1nc2cc(S(=O)(=O)N3CCC(C(=O)O)CC3)ccc2n1C1CCCC1
  CAL PDZ FP-1: 0.3
  AddAB inh: 1.9
  SR-BI HDL uptake: nt
  MITF TRPM1 HTS: 3
  phage Ecoli inh: 3.6
  Tat transport: 2
  CAL PDZ FP-2: 0
  SR-BI uptake up: nt
  Wnt act: nt
  Ecoli viability: -1.6
> O=C(NCCNc1cc(Cl)ccc1[N+](=O)[O-])c1ccco1
  CAL PDZ FP-1: -3.2
  AddAB inh: 1.3
  SR-BI HDL uptake: 9
  MITF TRPM1 HTS: 1
  phage Ecoli inh: 1.6
  Tat transport: 0
  CAL PDZ FP-2: -4
  SR-BI uptake up: -9
  Wnt act: 0
  Ecoli viability: -0.2

Structures listed so far that have a furan ring, fused or not, in the order listed:
Order of values – CAL PDZ FP-1	AddAB inh	SR-BI HDL uptake	MITF TRPM1 HTS	phage Ecoli inh	Tat transport	CAL PDZ FP-2	SR-BI uptake up	Wnt act	Ecoli viability
CCN(CC)C(=O)[C@H]1C[C@H](CC(=O)NCc2ccco2)C(=O)N2CCc3c([nH]c4cc(-c5ccco5)ccc34)[C@]12C
    0.4	-1.2	18	10	-1.8	10	-5	-18	1	-0.7
c1cc(-c2cc3cc(N4CCOCC4)ccc3o2)cs1
    -2.4	2.8	13	32	2.5	-2	-24	-13	?	0.8
O=C(NCCNc1cc(Cl)ccc1[N+](=O)[O-])c1ccco1
    -3.2	1.3	9	1	1.6	0	-4	-9	0	-0.2
CC(C)CNC(=S)NNC(=O)c1ccco1
    -0.4	-1.6	-21	nt	1.6	-5	-1	21	2	-3.7

High-throughput results deposited in PubChem by several laboratories.
